# NADH enzymes – blocks coupling enzymes of NAD/NADH assays. coupled PK/LDH NADH assays, four targets. IC50, µM (titrated, usually from 10 µM), without a hit: at the top dose inhibition. 0.02% of 65,000 active;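 active = single-dose screening hits from any of four coupled enzyme assays that gave an IC50 when retested across doses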;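 note: the DPM-DC format reads NADH fluorescence rather than 340 nm absorbance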
# MMP13 inh – blocks human MMP13 activity; P45452; MMP-13 fTHP FRET cleavage, Mca fluorescence; inhibition, % at 4 µM; 0.07% of 65,000 active;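 active = inhibition above the mean of compound-free control plate wells plus 3 SD, cut at about 14% in these data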;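 note: 0% = DMSO wells and 100% = wells with reference MMP-13 inhibitor after basal subtraction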
# Abs 340nm – compound absorbs light at 340 nm; compound absorbance at 340 nm, fold over control; fold change at 10 µM; 65,000 tested, under 10 active; AID 708;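 active = at 10 µM dose, initial 340 nm absorbance at least 2 fold that of control wells; inactive = change under 2 fold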;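 note: initial absorbance extrapolated from kinetic A340 decline of NADH oxidation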
# ROCK2 blocker – blocks human Rho kinase 2 activity; purified ROCK2, Kinase-Glo ATP depletion luminescence; inhibition, % at 6 µM; O75116; 0.35% of 60,000 active;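 active = inhibition above the screen-wide mean inhibition plus 3 SD, cut at about 18% in these data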;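 note: plate controls were DMSO wells for no effect and Y-27632 control wells after no-enzyme background subtraction for full effect; many of its hits are not listed in these tables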
# JNK3 blocker – blocks human JNK3 kinase activity. P53779. purified JNK3 kinase activity, HTS. inhibition, % at 8 µM. 0.61% of 60,000 active; in the data active = inhibition above about 17%;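 note: 0% = DMSO and 100% = reference inhibitor; many of its hits are not listed in these tables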
# Target sequence (P53779 whole entry, looked up): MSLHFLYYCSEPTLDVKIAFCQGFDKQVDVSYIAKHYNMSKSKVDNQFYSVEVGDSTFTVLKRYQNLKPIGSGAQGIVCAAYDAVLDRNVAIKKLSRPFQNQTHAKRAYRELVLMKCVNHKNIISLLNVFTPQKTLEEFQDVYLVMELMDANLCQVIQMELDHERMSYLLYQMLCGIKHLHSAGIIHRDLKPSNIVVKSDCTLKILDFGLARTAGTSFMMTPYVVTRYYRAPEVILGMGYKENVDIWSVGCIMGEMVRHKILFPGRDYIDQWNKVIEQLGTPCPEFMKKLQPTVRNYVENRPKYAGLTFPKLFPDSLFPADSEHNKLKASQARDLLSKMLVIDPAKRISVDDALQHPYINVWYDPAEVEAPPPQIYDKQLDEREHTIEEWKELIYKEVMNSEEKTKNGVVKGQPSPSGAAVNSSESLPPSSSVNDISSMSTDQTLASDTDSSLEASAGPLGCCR
# HEK293 NFkB inh – inhibitors of the PMA/ionomycin-induced NF-kB reporter in HEK293 cells; HEK-293 NF-kB luciferase reporter, luminescence; inhibition, % at 3 µM; 0.21% of 62,000 active; AID 465;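 active = inhibition above the mean of all tested compounds plus 3 SD, cut at about 40% in these data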;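 note: 0% = stimulated DMSO wells and 100% = 10 µM reference inhibitor 5653914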
#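 Material: HEK-293 cells with stable firefly luciferase reporter driven by four HIV NF-kB elements / Also added: PMA plus ionomycin mix as NF-kB-activating stimulus / Compound dosing: 3 µM once, 0.30% DMSO / Times: 1 h pretreatment, 16 h stimulation, 37 °C / Signal: luminescence / Evaluation: per-plate % inhibition versus controls / Benchmarks: DMSO and 10 µM reference inhibitor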
# PKA inh – inhibitors of human protein kinase A; P17612; PKA Kemptide phosphorylation, Kinase-Glo ATP luminescence; inhibition, % at 6 µM; 0.1% of 65,000 active; AID 524;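 active = inhibition above the screen-wide mean inhibition plus 3 SD, cut at about 21% in these data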; note: many of its hits are not listed in these tables
# tolC growth inh – growth inhibitors of E. coli BW25113 tolC mutant. OD615. AID 573. 2.2% of 65,000 active. growth inhibition, % at 10 µM (by protocol);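 active = growth inhibition at or above a cutoff equal to the mean over every tested compound plus 3 SD, cut at about 60% in these data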;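 note: growth measured after 20 h incubation at 37 °C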
#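 Material: E. coli BW25113 ΔtolC::kan, tolC deletion mutant strain. Measure: percent growth inhibition. Schedule: 37 °C, 20 h exposure. Doses: single-point testing at 10 µM. Signal: A615 absorbance measurement. Buffer or medium: kanamycin-containing LB broth (50 µg/mL).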
# Fluor 339 460 – intrinsic fluorescence of library compounds, ex339/em460 – biochemical, MLSMR library, data from DPM-DC assay, artefact control, profiling panel. compound autofluorescence, ex339/em460 nm, NADH buffer; active compounds read high; 1 = no-compound wells, NADH background. fluorescence fold increase at 10 µM. 5.5% of 65,000 active. AID 709;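 active = at 10 µM, mean starting fluorescence two-fold or more over control wells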;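 note: signal is the first read of a kinetic run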
# Starred values were filed as active, the others as inactive; x = no result given; [ ] = another dose, or the depositor's remark. Some of the compounds tested; the hit share may differ from the screen's.
mol	NADH enzymes	MMP13 inh	Abs 340nm	ROCK2 blocker	JNK3 blocker	HEK293 NFkB inh	PKA inh	tolC growth inh	Fluor 339 460
COCCCN(C(=O)c1ccco1)c1nc(-c2cc(OC)ccc2OC)cs1	5%	-2	1.1	-2	-1	32	2	2	1.2
CCC(=O)Nc1ccc2c(c1)ncn2-c1ccccc1OC	4%	7	1	2	0	6	7	4	1.1
Cc1cc(N2CCCCCC2)nc(-c2ccccc2O)n1	4%[fluoresces]	-32	1.1	-2	8	8	2	81*	3.8*
CCOC(=O)c1sc(/N=C/N(C)C)c(C(=O)OCC)c1C	8%	0	1.2	7	-1	15	10	11	1
CN(CCC#N)C(=O)CSc1ncnc2sc(-c3ccccc3)cc12	10%	-10	1.1	6	-3	8	6	27	1.3
CC(=O)N(CCCc1ccc(C(C)(C)C)cc1)CCCN(C)C	9%	2	1	5	10	-9	8	2	1
COc1ccc(CCNC(=O)C2=COCCO2)cc1	3%	-2	1	5	0	-3	7	-24	1
CC(=O)C1=C(O)C(=O)N(c2nnn(C)n2)C1c1cccs1 (stereo unspecified)	0%	2	1.1	3	-1	1	7	-13	1.1
COCCCNC(=O)c1c(F)c(F)c(F)c(F)c1F	5%	0	1	4	5	0	6	-6	1
CCOC(=O)c1[nH]c2ccc(C)cc2c1NC(=O)CN1CCCCC1	6%	-30	1	10	1	5	8	3	1.8
CCN(Cc1ccccc1)S(=O)(=O)c1nc2nc(C)c(C)c(C)n2n1	8%	-1	0.94	4	3	-2	8	3	1
Cc1cc(C)c2nc(C(F)(F)F)nc(N3CCN(C(=O)c4ccco4)CC3)c2c1	8%	-1	1.1	-1	3	8	0	-8	1.3
O=S(=O)(c1ccccc1)c1nc(-c2cccs2)oc1NCC1CCCO1 (stereo unspecified)	3%	5	1.1	-6	1	18	-6	25	1.1
O=C(CNS(=O)(=O)c1ccc(Br)s1)Nc1ccc2c(c1)OCCO2	7%	-2	1	5	1	12	9	7	1.1
CN(C)CCNc1oc(COc2cccc(Cl)c2)nc1C#N	15%	4	1	2	4	4	12	-10	1
O=C(NCCCO)c1ccc2[nH]c3ccccc3c2c1	11%	-56	1	0	-3	-14	5	-3	2.7*
CC1CCC(C(C)C)C(OC(=O)COC(=O)c2ccc(=O)[nH]c2)C1 (stereo unspecified)	6%	0	1	5	-5	1	6	63*	1.1
NC(=O)C1CCN(c2nc(-c3ccccc3)nc3c2oc2ccccc23)CC1	2%	-5	1	-6	1	1	1	3	2.1*
COc1cc2[nH]c(=S)n(C3CCCC3)c(=O)c2cc1OC	3%	-1	1	9	1	3	4	9	1
O=C(O)COc1c(F)c(F)c(C(F)(F)F)c(F)c1F	1%	-3	1	3	5	11	9	-3	1.1

# Arranged by value in PKA inh (descending): 3 from the list above
structure | NADH enzymes | MMP13 inh | Abs 340nm | ROCK2 blocker | JNK3 blocker | HEK293 NFkB inh | PKA inh | Fluor 339 460
O=C(CNS(=O)(=O)c1ccc(Br)s1)Nc1ccc2c(c1)OCCO2 | 7% | -2 | 1 | 5 | 1 | 12 | 9 | 1.1
CCN(Cc1ccccc1)S(=O)(=O)c1nc2nc(C)c(C)c(C)n2n1 | 8% | -1 | 0.94 | 4 | 3 | -2 | 8 | 1
NC(=O)C1CCN(c2nc(-c3ccccc3)nc3c2oc2ccccc23)CC1 | 2% | -5 | 1 | -6 | 1 | 1 | 1 | 2.1*

# Next part.
mol	NADH enzymes	MMP13 inh	Abs 340nm	ROCK2 blocker	JNK3 blocker	HEK293 NFkB inh	PKA inh	tolC growth inh	Fluor 339 460
COc1cccc(OCc2nc3c4cnn(-c5ccccc5)c4ncn3n2)c1	4%	-10	0.99	6	0	19	2	x	1.4
CCCSc1nc(N)c2c3c(sc2n1)CN(C)CC3	5%	-47	1.1	x	x	2	8	3	1.8
CC(C)CN(CC(C)C)S(=O)(=O)N1CCC(C(=O)NCc2ccc(F)cc2)CC1	6%	2	0.93	4	4	-11	5	11	1
CC(C)(O)C1=NOC(c2ccccc2)C1 (stereo unspecified)	3%	7	1	7	0	9	5	-18	1.1
O=C1CC(c2ccco2)CC(O)=C1C=NCCN1CCN(C2CC(=O)N(c3ccccc3)C2=O)CC1 (stereo unspecified)	1%	8	1	-6	1	x	5	1	1.1
COC(=O)c1sccc1NC(=O)c1cccnc1	4%	-5	1	8	16	6	6	8	1.1
CCNC(=O)c1cc2c(=O)n3cccc(C)c3nc2n(Cc2ccc(C)cc2)c1=N	9%[fluoresces]	-301[fluorescence artefact?]	1	2	0	17	-1	27	3.8*
Cc1cc(OCC(=O)N2CCCC2)ccc1Cl	1%	0	1	2	6	-15	-2	-6	1.1
COc1ccc(C(=O)NCc2ccccc2OC)c(OC)c1	4%	2	1	6	11	8	7	7	1.1
COc1ccc(-n2ncc3c(NCc4ccccn4)ncnc32)cc1	5%	-24	0.97	1	-4	-15	-1	25	1.1
CCOc1ccc(S(=O)(=O)Nc2ccc(Cl)cn2)c(C)c1C	2%	-2	0.98	1	0	-14	11	32	1
CCOC(=O)N1CCC(NC(=O)c2cnn3c2NC(c2ccco2)CC3C(F)(F)F)CC1 (stereo unspecified)	2%	0	1.1	7	0	-12	10	16	1.1
CN(c1ccc(C(=O)O)cc1)S(=O)(=O)c1ccccc1	6%	-2	1	3	4	-2	7	-7	1.1
Cn1c(=O)c2[nH]c(N3CCOCC3)nc2n(-c2ccccc2)c1=O	11%	2	0.98	8	0	1	5	x	1.1
O=C1NC(c2ccco2)Nc2sc3c(c21)CCN(Cc1ccccc1)C3 (stereo unspecified)	12%	-56	1.1	3	-5	0	-5	-5	1.5
Cn1c(=O)oc2cc(S(=O)(=O)NCCCN3CCCC3=O)ccc21	8%	3	1	2	1	-2	-4	-12	1.1
CCOC(=O)N1CCN(C(=O)c2cc3c(-c4ccc(Cl)cc4)nn(C)c3s2)CC1	5%	2	1.1	1	4	15	-2	39	1.2
CCCCc1cc2c(c(NC(=O)CC)n1)c(=O)oc1ccccc12	4%	-2	1.1	2	3	4	6	-3	2.2*
Cc1ccc(CC(=O)NCC(C)C)cc1	4%	-1	1.1	6	-5	14	6	-10	1.1
CC(C)c1[nH]nc2c1C(c1ccc(OC(=O)c3ccco3)cc1)C(C#N)=C(N)O2 (stereo unspecified)	8%	3	0.96	7	7	11	8	15	1.1
COC(=O)Nc1ccc(C)cc1NC(=O)OC	2%	-2	1	4	-1	11	7	-10	1.1
O=C(O)CCS(=O)(=O)Cc1ccccc1F	9%	3	1	x	x	-2	5	-13	1.1
CC1CCCN(S(=O)(=O)c2ccc(C(=O)Nc3nnc(-c4ccccc4Cl)o3)cc2)C1 (stereo unspecified)	6%	-2	1	3	-1	3	6	100*	1.3
CCOC(=O)C1=C(N)OC2=C(C(=O)CC(C)(C)C2)C1c1ccccc1OCC#N (stereo unspecified)	5%	-8	0.99	5	6	2	12	9	1.1
COc1ccccc1CNC(=O)CS(=O)Cc1nc(-c2ccccc2C)oc1C (stereo unspecified)	7%	4	1	-6	-2	10	3	14	1.1
CCCCn1nnnc1SCC(=O)Nc1ccc2c(c1)OCO2	6%	0	1	-3	-6	0	-2	4	1.1
Cc1csc(NC(=O)C2CCCN2C(=O)OCC(C)C)n1 (stereo unspecified)	3%	7	1.1	2	-7	4	-3	0	1.1
O=C(Nc1ccc(S(=O)(=O)N2CCOCC2)cc1)c1ccc(Cl)cc1	6%	-3	1	2	-3	19	-2	17	1.1
Cc1cc(C(=O)N2CCN(C(c3ccccc3)c3ccccc3)CC2)on1	4%	2	1.1	1	2	-3	11	40	1.1
Cc1cccn2c(=O)c3cc(C(=O)NCc4ccccc4)c(=N)n(CCCN4CCOCC4)c3nc12	6%[fluoresces]	-292[fluorescence artefact?]	1	-5	0	13	0	12	5.2*
Cn1c(=O)[nH]c(=O)c2c1nc(SCCN1CCCCC1)n2CCCc1ccccc1	0%	-2	1	8	0	12	7	-36	1.1
CCc1cc2c(N3CCN(c4ccccc4)CC3)ncnc2s1	3%	-1	1	4	-6	13	1	93*	1.1
Cc1ccc(C)c(S(=O)(=O)N2CCC(c3nc4c(nnn4Cc4ccc(F)cc4)c(=O)[nH]3)CC2)c1	5%	3	1	4	-2	8	4	27	1.1
O=C1NCC(COCc2ccco2)O1 (stereo unspecified)	5%	0	0.99	-4	2	13	2	-10	1.1
O=C(CN1C(=O)CCC1=O)Nc1ccc(Br)cc1	5%	-2	1	2	5	4	8	-11	1.1
CCN1CCN(S(=O)(=O)Cc2ccccc2)CC1	2%	4	1	1	-1	16	13	-11	1.1
Clc1ccc(Nc2nc(NCCN3CCOCC3)nc(N3CCOCC3)n2)cc1	4%	-1	1	1	-2	31	-2	-19	1.1
CNC(=O)CSCCn1c(SCC(=O)NC)nc2ccccc2c1=O	1%	2	1	-2	3	22	0	-16	1.1
CCSc1nc2ccccc2n1CC(=O)N1CCOCC1	4%	x	1.1	x	x	x	x	9	1.1
CC(C)Cn1c(CN2C(=O)c3ccccc3C2=O)nc2ccccc2c1=O	5%	5	1	5	7	-5	5	-3	1.1
Cc1cccc(-n2c(SCC(=O)NCc3ccco3)nnc2-c2ccco2)c1	6%	0	0.99	-2	1	9	6	7	1.1
CC(=O)c1c(C)[nH]c(C(=O)NCCC2=CCCCC2)c1C	4%	2	0.99	0	0	-20	6	49	1.1
Cc1cccc(C2c3c(n(C)c(=O)n(C)c3=O)N=C3c4ccccc4C(=O)C32)c1 (stereo unspecified)	4%	4	1	x	x	2	9	6	1
O=C(Cn1c(=O)sc2ccccc21)Nc1ccc(S(=O)(=O)N2CCCCC2)cc1	4%	2	1	2	-1	8	-1	47	1.1
Cc1cc(C)nc(N2CCCC(C(=O)Nc3nc4ccc(S(C)(=O)=O)cc4s3)C2)n1 (stereo unspecified)	4%	-4	1	9	3	11	9	59	1.1
COc1ccc(NC(=O)C2Cc3ccccc3C(=O)O2)cc1 (stereo unspecified)	3%	1	0.96	5	3	5	13	-6	1
COC(=O)CCC(=O)c1oc2ccccc2c1N	1%	-6	1.1	4	6	-2	3	-5	1.3
CCc1ccccc1NC(=O)CN(c1cccc(OC)c1)S(C)(=O)=O	3%	4	0.99	4	1	11	8	-3	1
CCn1c(SCC(=O)NC)nnc1C(C)C	3%	6	0.99	6	-2	3	8	-26	1
COc1ccc(S(=O)(=O)N(CC(=O)N2CCN(C)CC2)C2CCCCC2)cc1OC	4%	1	0.97	7	4	17	8	-11	1.1

# Other structures
mol	NADH enzymes	MMP13 inh	Abs 340nm	ROCK2 blocker	JNK3 blocker	HEK293 NFkB inh	PKA inh	tolC growth inh	Fluor 339 460
N#Cc1nc(-c2ccccc2F)oc1NCc1cccc2c1OCO2	1%	-116[fluorescence artefact?]	1	-3	-5	7	-1	35	1.7
COc1ccccc1C(c1nnnn1Cc1ccccc1)N1CCN(c2nc3ccccc3s2)CC1 (stereo unspecified)	3%	3	1	5	-1	8	12	10	1.1
COCCNC(=O)c1ccc2c(=O)n(CCOC)c(=O)[nH]c2c1	5%	-7	1	x	x	17	2	3	1.5
N/C(=N/O)c1nc(N2CCCCC2)nc(N2CCCCC2)n1	3%	-4	0.95	5	1	5	9	56	1
CCOC(=O)C1=C(C)OC(N)=C(C#N)C1c1ccsc1 (stereo unspecified)	9%	2	1	3	-6	1	5	-13	1.1

# Assay outcomes from PubChem.
